Assay outcomes: PubChem, National Center for Advancing Translational Sciences (NCATS)
JMJD2A Tudor inh – JMJD2A Tudor domain (human) inhibition | AlphaScreen JMJD2A-Tudor / H3K4me3 peptide binding | O75164 | 390,000 tested, 4.4% active | Potency, µM (doses to about 114 µM), for inactives: top-dose activity change, negative = inhibition, hits mostly inhibitors; also: % is scaled to controls: 0 for no effect and ±100 for the full control effect; nearly all actives have a fitted effect of over 50% in size
APE1 inh – blocks human APE1 abasic DNA cleavage. 350,000 tested, 0.35% active. AID 2517. Potency, µM (highest dose often 65.8 µM), for inactives: at the highest dose activity change, negative = inhibition, actives largely listed as inhibitors. P27695. recombinant APE1, TAMRA/BHQ-2 abasic DNA cleavage fluorescence;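 also: plate controls were vehicle for no effect and reference inhibitor for full effect; nearly all actives have a fitted effect of over 55% in size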
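Activity was derived from the fluorescence gain between first and third kinetic reads (60 s intervals, ex 525/em 598 nm) after 50 nM THF-abasic TAMRA/BHQ-2 duplex was added to 0.75 nM APE1 preincubated 15 min with compound.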
BAZ2B block – inhibitors of human BAZ2B bromodomain. Q9UIF8. AlphaScreen BAZ2B-H3K14Ac peptide displacement. Potency, µM (series often up to 114 µM), for the others: at the highest dose activity change, negative = inhibition, actives largely listed as inhibitors. 360,000 tested, 4.4% active. AID 504333; also: % is scaled to controls: 0 for no effect and ±100 for the full control effect; nearly all actives have a fitted effect of over 60% in size
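AlphaScreen displacement: compounds (up to 110uM) incubated 30 min at room temperature with a preformed 50 nM BAZ2B/50 nM biotinylated H3K14Ac peptide complex in PBS pH 7.4 with Tween-20. Donor and acceptor beads at 10 ug/mL final added, 20 min light-protected before reading.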
POLB inh – blocks human DNA polymerase beta activity; P06746; Pol beta primer extension/strand displacement, fluorescence kinetic; Potency, µM (titrated, usually from 114 µM), inactives show at the highest dose activity change, negative = inhibition, actives largely listed as inhibitors; 340,000 tested, 1.3% active; also: % is scaled to controls: 0 for no effect and ±100 for the full control effect
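Reaction started by 50 nM substrate onto compound-treated Pol beta (10 nM, 15 min preincubation, room temperature); plates read at 0 min and 10 min. Normalized concentration-effect data fitted by four-parameter Hill equation.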
Pol eta inh – DNA polymerase eta (human) inhibition; Q9Y253; recombinant Pol eta, fluorescent DNA replication assay; Potency, µM (top dose mostly 114 µM), inactives show at the highest dose activity change, negative = inhibition, actives largely listed as inhibitors; 390,000 tested, 1.2% active; AID 588591; also: % is scaled to controls: 0 for no effect and ±100 for the full control effect
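Fluorescent replication assay: 50 nM final substrate added after a 15 min room-temperature compound preincubation with 10 nM enzyme. Signal taken at 0 min and again at 10 min.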
Pol iota inh – blocks human DNA polymerase iota activity. Q9UNA4. Pol iota fluorescent replication assay, 10 min. Potency, µM (series often up to 115 µM), for the others: at the top dose activity, negative = inhibition, actives largely listed as inhibitors. 390,000 tested, 1% active. AID 588590
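Fluorescent replication assay read twice, at 0 min and 10 min after adding 50 nM (final) substrate. Enzyme (10 nM) and compounds were first incubated 15 min at room temperature; enzyme-free buffer wells were negative controls.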
G9a block – G9a (human) methyltransferase inhibition. G9a H3K9 monomethylation, AlphaScreen, 2 h. Potency, µM (top dose mostly 102 µM), for inactives: at the highest dose activity, negative = inhibition, usual class: inhibitors. 350,000 tested, 8.8% active. AID 504332; also: % is scaled to controls: 0 for no effect and ±100 for the full control effect; nearly all actives have a fitted effect of over 75% in size
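G9a (20 nM) preincubated 15 min RT with compounds, then 500 nM biotinylated H3K9 peptide and 20 uM SAM added; 2 h RT reaction. Monomethyl-H3K9 product detected by AlphaScreen with anti-H3K9me1 antibody, streptavidin donor and anti-rabbit IgG acceptor beads.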
BLM inh – Bloom syndrome helicase (human) inhibition; Potency, µM (series often up to 56.1 µM), for inactives: at the highest dose activity change, negative = inhibition, actives largely listed as inhibitors; recombinant BLM DNA unwinding, fluorescence dequenching; AID 2528; P54132; 350,000 tested, 0.2% active;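 also: plate controls were vehicle for no effect and no enzyme for full effect; nearly all actives have a fitted effect of over 35% in size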
Target sequence (P54132 whole entry, looked up): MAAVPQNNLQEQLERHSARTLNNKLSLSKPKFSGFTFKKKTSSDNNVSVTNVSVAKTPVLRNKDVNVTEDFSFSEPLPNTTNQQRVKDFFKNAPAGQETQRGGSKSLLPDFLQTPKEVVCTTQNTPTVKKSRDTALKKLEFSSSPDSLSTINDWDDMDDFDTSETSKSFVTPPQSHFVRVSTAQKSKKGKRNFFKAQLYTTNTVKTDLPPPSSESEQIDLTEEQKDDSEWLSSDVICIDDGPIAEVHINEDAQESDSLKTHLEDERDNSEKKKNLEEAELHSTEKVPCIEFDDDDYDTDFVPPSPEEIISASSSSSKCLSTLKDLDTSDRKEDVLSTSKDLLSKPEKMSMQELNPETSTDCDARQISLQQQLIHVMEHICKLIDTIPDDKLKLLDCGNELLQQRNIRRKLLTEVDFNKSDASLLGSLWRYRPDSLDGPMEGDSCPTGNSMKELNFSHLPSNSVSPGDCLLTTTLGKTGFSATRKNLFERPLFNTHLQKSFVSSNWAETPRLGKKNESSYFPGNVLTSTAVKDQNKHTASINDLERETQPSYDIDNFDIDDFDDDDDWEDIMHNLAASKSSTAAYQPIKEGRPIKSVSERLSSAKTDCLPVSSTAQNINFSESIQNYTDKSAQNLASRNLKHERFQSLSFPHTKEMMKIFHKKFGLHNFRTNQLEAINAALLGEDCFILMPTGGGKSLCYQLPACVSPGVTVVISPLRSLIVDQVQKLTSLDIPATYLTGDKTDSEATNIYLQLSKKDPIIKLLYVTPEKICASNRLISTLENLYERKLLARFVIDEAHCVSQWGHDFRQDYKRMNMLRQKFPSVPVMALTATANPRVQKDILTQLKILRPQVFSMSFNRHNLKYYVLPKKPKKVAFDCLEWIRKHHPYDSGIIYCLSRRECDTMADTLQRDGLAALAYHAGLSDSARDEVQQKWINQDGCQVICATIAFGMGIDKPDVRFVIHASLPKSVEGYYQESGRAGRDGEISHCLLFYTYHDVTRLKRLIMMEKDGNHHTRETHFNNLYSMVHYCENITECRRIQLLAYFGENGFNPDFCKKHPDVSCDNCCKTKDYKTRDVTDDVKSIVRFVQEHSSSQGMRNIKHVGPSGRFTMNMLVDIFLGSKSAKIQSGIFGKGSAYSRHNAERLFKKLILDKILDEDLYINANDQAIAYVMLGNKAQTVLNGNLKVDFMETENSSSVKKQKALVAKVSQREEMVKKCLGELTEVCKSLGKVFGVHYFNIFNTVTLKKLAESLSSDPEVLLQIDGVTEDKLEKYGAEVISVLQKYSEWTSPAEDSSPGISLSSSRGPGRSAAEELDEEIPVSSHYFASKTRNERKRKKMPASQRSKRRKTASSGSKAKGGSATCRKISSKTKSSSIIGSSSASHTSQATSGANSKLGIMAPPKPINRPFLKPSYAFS
Pol kappa inh – blocks human DNA polymerase kappa activity; Potency, µM (highest dose often 107 µM), inactives show at the top dose activity, negative = inhibition, usual class: inhibitors; purified Pol kappa, fluorescent DNA synthesis assay, 10 min; 400,000 tested, 0.53% active; Q9UBT6; also: % is scaled to controls: 0 for no effect and ±100 for the full control effect
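50 nM final substrate added after 15 min RT preincubation of 10 nM Pol kappa with compound; fluorescence read at 0 and 10 min.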
The depositor's hits bear a star; ? = inconclusive; . = not tested or not shown; & = joins results of further samples; ! = not active in a repeat; [ ] = dose if it differs, or a comment. Calls follow the shape of the dose curve; as a rule, active = well fitted curve in the direction sought with a large enough effect; inconclusive = small, poorly fitted or top-dose-only effect, or another doubt; inactive = no such curve, though single readings can be large; an effect the other way counts as inactive or inconclusive. Potency is read from the fitted curve at half-maximal effect. These rows are one share of the data; rates above refer to the full screens.

SMILES	JMJD2A Tudor inh	APE1 inh	BAZ2B block	POLB inh	Pol eta inh	Pol iota inh	G9a block	BLM inh	Pol kappa inh
COc1ccc(CNC(=O)c2ccccc2NS(C)(=O)=O)cc1	-8%	7%	-15%	3%	3%	24%	-10%	-1%	-4%
CSc1ccc(/C=N/Nc2nc(C)cc(C)n2)cc1	-22%	-1%	-15%	?	-17%	140%[activator]	13%	1%	-20%
COc1cccc(-n2nnnc2SCC(=O)NCc2ccc3c(c2)OCO3)c1	-12%	9%	-10%	36%	-19%	63%[activator]	8%[59 µM]	-4%	-2%
COc1ccc(OC)c(-n2c(SCC(C)=O)nnc2-c2cccc(S(=O)(=O)N(C)C)c2)c1	-1%	8%	8%	25%	6%	7%	18%[59 µM]	-2%	-10%
CCNc1nnc(CSc2nc3ccccc3s2)s1	-21%[57.1 µM]	-5%	-4%	-27%	-5%	-5%	4.5µM*	-5%	0%
N#Cc1c(C(F)(F)F)cc(-c2ccccc2)[nH]c1=O	2%	23%	-3%	3%	-16%	14%	-41%[0.0925 µM]	0%	4%
O=C(c1ccccc1)c1cc([N+](=O)[O-])ccc1N1CCOCC1	-28%	0%	-27%	-3%	-17%	199%[activator]	-6%[59 µM]	0%	-8%
O=C(Nc1ccc(F)cc1F)c1ccc(-n2cnc3cccnc32)cc1	-16%	.	-15%	4%	3%	-15%	-14%[59 µM]	-9%	-2%
Cc1cc(C)n(C(C)CC(=O)Nc2ccc(Cl)cc2C)n1 (stereo not given)	-13%	.	-2%	15%	-10%	10%	19%[59 µM]	1%	10%
CC1Oc2ccccc2N(CC(=O)Nc2ccc(F)cc2)C1=O (stereo not given)	-5%	9%	3%	27%	3%	52%[activator]	6%	-5%	-8%
COc1cccc(-c2nc(-c3ccc(NC(=O)c4cccnc4)cc3)no2)c1	-26%	0%	-5%	-1%	?	-5%	-29%	0%	-1%
CC(=O)c1nn(-c2cccc(Br)c2)cc1C(=O)c1ccc2ccccc2c1	3%	0%	3%	8%	-6%	14%	1%[12.7 µM]	-1%	2%
C=CCn1c(=O)c2ccccc2n2c(SCC(=O)Nc3cc(C)on3)nnc12	-10%	-4%	2%	?	5%	0%	-21%[12.7 µM]	-1%	-19%
Cc1ccc(CC(=O)Nc2ccc(F)c([N+](=O)[O-])c2)cc1	0%	4%	-26%	10%	-18%	11%	5%[59 µM]	-2%	-5%
COc1ccc(/C=C(/NC(=O)c2ccc(Br)cc2)C(=O)N2CCOCC2)cc1	-1%	24%	-3%	4%	-13%	23%	17%	0%	-11%
Cc1cc(C)n2nc(CC(=O)NNC(=O)c3ccccc3Cl)nc2n1	5%	-10%	14%	0%	-11%	26%	7.1µM*	1%	6%
COc1ccc(/C(C)=N/NC(=O)Cc2ccc(Cl)cc2)cc1	-6%	-16%	0%	0%	-4%	95%[activator]	.	-9%	-18%
CCC(C)(C)n1nnnc1C(c1ccccc1)N1CCc2ccccc2C1 (stereo not given)	-8%	2%	8%	1%	-16%	-2%	12%[12.7 µM]	-1%	-1%
O=C(O)CC1CCC1CC(=O)O (stereo not given)	-3%	.	.	.	-15%	-5%	.	.	-22%
CCCn1nc(C(=O)NCC2COc3ccccc3O2)c2ccccc2c1=O (stereo not given)	16%	6%	3%	.	?	2%	1%[59 µM]	.	-4%
CCOC(=O)NC1(C(F)(F)F)NC(=O)N(c2ccc(C)c(C)c2)C1=O (stereo not given)	-20%	.	1%[57.1 µM]	22%	-18%	1%	11%[59 µM]	-7%	-4%
C=C1CCN([C@@H](CC(C)C)C(=O)NCCC(C)C)S(=O)(=O)c2ccccc21	-6%	.	.	.	-14%	?	.	.	-10%
CCCOc1ccc(CSc2nnc(CCC)n2N)cc1	-10%	-1%	5%	20%	-2%	10%	-2%	-2%	-13%
CCCSCCCNC(=O)C1CCN(c2nn3cc(-c4ccc(F)cc4)nc3s2)CC1	?	.	?	64%	-9%	11%	-1%[59 µM]	-2%	-4%
CC1=[N+](C)c2c(ccc3cccnc23)C1(C)C	25µM*	?	40µM*	25µM*	-12%	53%[activator]	3.2µM*	36%[activator]	-11%
Cc1ccc(Nc2nc(Oc3ccc(OCc4ccccc4)nn3)nc(N3CCOCC3)n2)cc1	2%	0%	-30%	-1%	?	4%	13%[59 µM]	-12%	-7%
COC(=O)c1ccc(-c2noc(CN(Cc3nccn3C)C(C)C)n2)cc1	-14%[11.4 µM]	1%	-31%	23%	-14%	96%[activator]	1%	-1%	-9%
CCOC(=O)C(=N/O)/C(C)=N/NC(=O)C(=O)Nc1cc(Cl)ccc1Cl	?	0%	18µM*	-13%	-23%	101%[activator]	2%	0%	-3%
Cc1c(Cl)cccc1Nc1ncccc1C(=O)O	25µM*!	-11%	-9%	2%	-10%&-1%	-1%&-8%	-24%[12.7 µM]	0%&3%	-23%
Cc1ccccc1NC(=O)NC1CCCCC1C (stereo not given)	-3%	2%	1%	0%	-8%	4%	0%	-4%	-10%
Cc1cc(C)cc(NS(=O)(=O)c2ccc(-c3cc(C)no3)cc2)c1	-2%	.	-13%	-23%	-28%	26%	?	-7%	-12%
O=C(Nc1ccc(F)cc1)C1CCN(S(=O)(=O)c2ccc3c(c2)CCCN3C(=O)C2CCC2)CC1	-2%	.	1%	1%	-19%	-14%	-32%[59 µM]	-2%	-4%[60.1 µM]
Cc1ccc(Nc2nc(N)c([N+](=O)[O-])c(NCCO)n2)cc1	-26%	-8%	-11%	-25%	5%	-26%	-14%	-10%	-20%
Cc1ccc(S(=O)(=O)CC(=O)Nc2nc3ccccc3s2)cc1	-6%	2%	-2%	18%	6%	18%	-12%	-6%	-13%
COC(=O)C=C1CCC2C3CCC4=CC(=O)C(Br)CC4(C)C3C(=O)CC12C (stereo not given)	0%	.	.	.	-6%	88%[activator]	.	.	-18%
NNC(=O)c1cc2cc(OC(F)(F)F)ccc2[nH]1	6%	-2%	-2%	-19%	-20%	-13%[58.9 µM]	41%[59 µM]	-12%	-5%
CCOC(=O)CNC(=O)CSc1nnc(C)c(=O)[nH]1	3%	0%	9%	18%	-23%	19%	11%[59 µM]	-2%	-10%
O=C(COc1ccc(Br)cc1)Nc1nnc(-c2cccnc2)s1	-3%[11.4 µM]	7%	2%	2%	-14%	24%	26%	1%	-5%
C=CCn1c(CSc2nc3ccccc3s2)nnc1SCC(=O)OCC	-19%	-1%	-1%	-24%	-13%	1%	?	0%	3%
CSc1cccc(CN(C)C(=O)C2CCC(=O)N(CCCN3CCCC3=O)C2)c1 (stereo not given)	-16%	24%	-2%	16%	-3%	20%	24%	3%	3%
Cc1ccc(-n2ncc3c(NCCc4ccc(S(N)(=O)=O)cc4)ncnc32)cc1	-19%	.	-5%	-6%	-9%	8%	-4%[59 µM]	-2%	-6%[60.1 µM]
CCn1c(CNc2ccc(Cl)cc2)nnc1SCc1ccc(Cl)cc1	-35%	-7%	-4%	23%	-7%	-6%	-13%[59 µM]	-6%	-3%
S=c1[nH]c(-c2ccccc2)cn1/N=C/c1cccs1	3.2µM*	3%	-4%	-4%	-13%	50%[activator]	.	-7%	-12%
CCCC12CN3CC(C)(CN(C1)C3c1cn(CC)c3ccccc13)C2=O (stereo not given)	?	.	-31%	16%	-26%	22%	-47%[59 µM]	-1%	-20%
Clc1ccc(CSc2nnc([C@@H]3CCCN3)o2)cc1Cl	-16%	-7%	?	-1%	-24%	-5%	?	3%	-9%
COC(C[C@H]1O[C@@H]1[C@@H](O)COCc1ccccc1)OC	-9%	0%	1%	-26%	-2%	2%	41%[59 µM]	-2%	3%
CCCn1c(SCc2nc3ccccc3s2)n[nH]c1=O	?	5%	-12%	4%	0%	77%[activator]	56µM*	3%	-8%
Cc1cc(C(=O)OCC(=O)NC(C)c2ccc(F)cc2)c(C)o1 (stereo not given)	-17%	-5%	1%	.	-16%	-7%	28%[2.33 µM]	.	-2%
C=CCN(CC=C)c1nc2ccccc2nc1C(C#N)C(=O)OCCOC (stereo not given)	-20%	-9%	-31%	27%	-22%	14%	50µM*	-5%	-11%
Cn1ccc2c([N+](=O)[O-])cccc2c1=O	-25%	8%	-16%	9%	-15%	30%	-25%	-5%	3%
COc1ccc(-c2cc(C(F)F)n3ncc(C(=O)Nc4c(C)n(C)n(-c5ccccc5)c4=O)c3n2)cc1	0%[11.4 µM]	-4%	-8%	22%	0%	67%[activator]	-4%	-2%	-19%
COc1ccccc1/C=C/C(=O)OCC(=O)NCc1ccc2c(c1)OCO2	-19%	5%	.	.	-6%	-17%	.	.	2%
CC1CCN(c2ccc(-c3cccc(NS(=O)(=O)c4ccc(Cl)s4)c3)nn2)CC1	-31%	.	-17%	0%	-19%	32%[activator]	-5%[59 µM]	-7%	-7%[60.1 µM]
CS(=O)(=O)c1ccc2nc(NC(=O)Nc3ccc(Cl)cc3)sc2c1	-15%	-7%	-29%	-9%	-7%	-4%	?	-6%	5%
COC(=O)C1=C(N)Oc2cc(C)n(CC3CCCO3)c(=O)c2C1c1ccc(Cl)cc1 (stereo not given)	-35%	-2%	.	14%	-21%	9%	-2%[59 µM]	-4%	-2%
CCOC(=O)c1c(C)[nH]c(C(=O)COC(=O)COc2ccccc2C=O)c1C	45µM*	2%	-36%	-1%	-12%	81%[activator]	-3%[59 µM]	6%	-10%
COc1cccc(NC(=O)Cn2cnc3sc(C)c(S(=O)(=O)N4CCCCC4)c3c2=O)c1	-15%	-2%	28%	4%	3%	12%	3%	5%	-7%

Ordered by the number under JMJD2A Tudor inh (smallest number first): three of the compounds above
smiles	JMJD2A Tudor inh
CCn1c(CNc2ccc(Cl)cc2)nnc1SCc1ccc(Cl)cc1	-35%
CC1CCN(c2ccc(-c3cccc(NS(=O)(=O)c4ccc(Cl)s4)c3)nn2)CC1	-31%
C=CCN(CC=C)c1nc2ccccc2nc1C(C#N)C(=O)OCCOC (stereo not given)	-20%
